Screening results from PubChem BioAssay.
Gli-Sufu antag: blocks Gli-Sufu signaling in a luciferase reporter. actives 0.74% (n = 340,000). AID 588413. inhibition, % at 5 µM. Sufu-KO-LIGHT fibroblasts, Gli luciferase reporter luminescence;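 active = inhibition above about 55%, limit read from the data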;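 also: 0% = DMSO-treated cells and 100% = wells with medium but no cells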
CHOP UPR activ: apoptotic UPR (CHOP) activation. CHO-CHOP luciferase reporter, luminescence; percent of tunicamycin response over DMSO baseline. activation, % at 10 µM. actives 0.34% (n = 330,000). AID 449763;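 active = at 10 µM dose, activation of 40% or more, normalized to positive control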;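 also: 100% = tunicamycin at 10 µg/mL and 0% = DMSO alone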
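assay system = CHO CHOP reporter cells | amount = 500 CHO-CHOP cells per well | buffer or medium = F12 with 10% FBS | incubation = 16-18 h cell attachment, then 6 h compound exposure, 37 °C | detection = luminescence read with Steady-Glo | read-out = percent activation relative to tunicamycin control | controls = tunicamycin high control, DMSO low control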
EBI2 block: EBI2 (human) antagonism. P32249. inhibition, % at 5 µM. actives 0.81% (n = 360,000). AID 651636. EBI2 beta-arrestin recruitment, luminescence, 7a,25-OHC stimulated; in the data active = inhibition above about 38%;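 also: enzyme fragment complementation signal reports receptor beta-arrestin coupling in cells; 0% = agonist plus DMSO wells and 100% = wells without agonist; some results beyond the cut were filed as inactive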
CXCR6 block: inhibitors of human CXCR6 receptor | O00574 | CHO-K1 PathHunter CXCR6 beta-arrestin, luminescence | inhibition, % at 20 µM | actives 0.36% (n = 360,000) | AID 602244; in the data active = inhibition above about 34%, passing the limit was not always enough;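 also: antagonist mode with CXCL16 agonist at 10 nM final; 0% = 10 nM CXCL16 with DMSO and 100% = unstimulated wells without agonist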
Mdm2-MdmX inh: disrupts the human Mdm2-MdmX interaction | O15151+Q00987 | SaOS-2 split-luciferase Mdm2/MdmX complementation, luminescence | inhibition, % at 8 µM | actives 3% (n = 330,000) | AID 485346;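 active = inhibition of at least 50% at 8 µM in the primary screen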
Target sequence (O15151 whole entry, looked up): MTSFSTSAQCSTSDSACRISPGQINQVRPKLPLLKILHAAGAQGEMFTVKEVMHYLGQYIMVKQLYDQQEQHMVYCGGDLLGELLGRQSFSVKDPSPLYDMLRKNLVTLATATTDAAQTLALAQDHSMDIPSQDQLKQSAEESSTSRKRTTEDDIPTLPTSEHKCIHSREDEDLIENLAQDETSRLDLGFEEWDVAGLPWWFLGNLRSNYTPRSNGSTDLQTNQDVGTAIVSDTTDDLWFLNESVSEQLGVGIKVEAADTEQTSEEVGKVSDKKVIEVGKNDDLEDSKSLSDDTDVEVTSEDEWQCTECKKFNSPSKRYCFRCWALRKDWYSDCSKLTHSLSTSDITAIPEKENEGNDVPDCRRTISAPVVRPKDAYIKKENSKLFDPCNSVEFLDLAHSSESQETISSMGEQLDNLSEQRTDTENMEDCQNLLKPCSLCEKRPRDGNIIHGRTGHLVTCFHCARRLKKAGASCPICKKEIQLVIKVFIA
Target sequence (Q00987 whole entry, looked up): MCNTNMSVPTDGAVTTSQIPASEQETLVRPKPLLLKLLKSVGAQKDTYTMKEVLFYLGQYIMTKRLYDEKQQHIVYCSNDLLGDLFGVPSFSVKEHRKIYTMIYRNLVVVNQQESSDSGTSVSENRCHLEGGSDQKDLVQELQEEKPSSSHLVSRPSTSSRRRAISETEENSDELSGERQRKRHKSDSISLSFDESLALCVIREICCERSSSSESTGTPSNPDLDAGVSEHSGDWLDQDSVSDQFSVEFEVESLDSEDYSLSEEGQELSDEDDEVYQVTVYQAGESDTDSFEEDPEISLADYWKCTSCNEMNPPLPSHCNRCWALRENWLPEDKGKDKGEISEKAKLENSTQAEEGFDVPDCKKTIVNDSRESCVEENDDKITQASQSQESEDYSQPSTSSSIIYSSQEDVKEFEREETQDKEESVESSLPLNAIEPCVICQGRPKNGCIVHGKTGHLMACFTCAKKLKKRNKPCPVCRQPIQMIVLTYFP
697 NFkB inh: lowers PMA/ionomycin-induced NF-kB signal in 697 B cells. 697 B-cell NF-kB luciferase reporter, 16 h. inhibition, % at 4 µM. actives 0.33% (n = 330,000); in the data active = inhibition above about 35%
CCR6 antagonist: antagonists of human CCR6 receptor. inhibition, % at 20 µM. AID 493098. CHO-K1 CCR6 PathHunter beta-arrestin, luminescence, CCL20-stimulated. actives 0.49% (n = 340,000);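 active = compounds whose inhibition of the agonist-driven luminescence signal at 20 µM reaches about 50%, limit read from the data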;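 also: cells stimulated with CCL20 at 14 nM final; plate controls were DMSO with CCL20 for no effect and DMSO without agonist for full effect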
XBP1 UPR activ: activators of adaptive arm of unfolded protein response (XBP1); CHO-XBP1 luciferase reporter, IRE1-XBP1 UPR activation, luminescence; percent of tunicamycin response, DMSO as zero; activation, % at 20 µM; AID 463104; actives 0.33% (n = 330,000);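 active = versus positive control, 20 µM dose yields 30% or more activation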;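 also: 100% = tunicamycin at 10 µg/mL and 0% = DMSO only wells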
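Material – CHO cell line with stable XBP1 luciferase reporter · Buffer or medium – F12 plus 10% FBS · Compound – single point, 20 µM final compound, 1% DMSO · Schedule – 16-18 h cell attachment at 37 °C, then 6 h compound exposure · Signal – Steady-Glo luminescence read · Benchmarks – high control tunicamycin 10 µg/mL final, low control DMSO vehicle only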
Jurkat NFkB inh: lowers PMA/ionomycin-induced NF-kB signal in Jurkat cells. actives 0.53% (n = 330,000). PMA/ionomycin-induced NF-kB luciferase reporter, luminescence. inhibition, % at 4 µM. AID 435003; in the data active = inhibition above about 50%
* marks the source's active call; other numbers are inactive results; . = no result given.

SMILES | Gli-Sufu antag | CHOP UPR activ | EBI2 block | CXCR6 block | Mdm2-MdmX inh | 697 NFkB inh | CCR6 antagonist | XBP1 UPR activ | Jurkat NFkB inh
COc1ccc(OC)c(/C=N/NC(=O)c2cc3c(OC)c(OC)ccc3[nH]2)c1 | -21 | 0.5 | 6 | 3 | 7 | 24 | -11 | 1 | 7
COc1ccc(NC(=O)CSc2nnc(Cc3cccn3C)n2-c2ccc(F)cc2)cc1OC | -6 | -1.0 | 1 | 1 | -2 | 15 | 4 | 1 | -3
CSc1cccc(NC(=O)C2(S(=O)(=O)c3ccc(C)cc3)CC2)c1 | -2 | 0.6 | -4 | 4 | 2 | 2 | 12 | -1 | -7
CC1(C)CC(O)CC(C)(C)N1CC(O)COCc1ccccc1 (stereo unspecified) | -5 | -0.3 | -4 | 1 | 8 | -9 | -10 | 0 | -17
COc1ccccc1NC(=O)CCN1CCCCCC1 | 41 | 4.0 | 3 | 4 | -19 | -5 | 18 | -1 | -3
CN(C)c1nc(NS(=O)(=O)c2ccc(Cl)cc2)nc(N(C)C)n1 | -1 | -1.7 | 1 | -4 | 10 | 13 | 2 | -1 | 8
O=c1ccn(Cc2ccccc2)c(SCc2ccccc2)n1 | -1 | . | 4 | 7 | . | . | 6 | . | .
CC(C)(C)NC(=S)N1CCC(C(=O)c2ccc(Cl)cc2)CC1 | -10 | 4.5 | 2 | 8 | -10 | 8 | 13 | 0 | -18
Cc1ccc(S(=O)(=O)N(C)CC(=O)NNC(=O)Cc2ccccc2F)cc1 | 5 | 1.4 | 7 | -3 | -3 | -2 | 9 | 1 | -98
Cc1cc(C)cc(NC(=O)c2cc3c(=O)n4ccccc4nc3s2)c1 | 15 | 6.0 | 11 | 4 | 30 | 8 | 5 | 12 | 6
CN(CC(=O)Nc1ccc(SC(F)F)cc1)C1CCCCC1 | 11 | 0.8 | 0 | -1 | 3 | -2 | 5 | -2 | 1
Nc1ccc(S(=O)C(F)(F)F)cc1 (stereo unspecified) | -1 | -2.3 | -2 | -3 | -18 | 3 | -3 | -1 | -7
Cc1cc(C(=O)OCC(=O)N2CC(C)OC(C)C2)ccc1[N+](=O)[O-] (stereo unspecified) | -3 | -0.9 | -8 | -10 | 23 | 16 | 3 | 1 | -1
Cc1ccccc1OCCCc1c(C)n[nH]c1C | 4 | 3.0 | -9 | 6 | -7 | -9 | 6 | 0 | 21
CCCN1CN=C(Nc2nc3ccccc3o2)NC1 | -21 | 5.8 | -3 | 0 | 8 | -30 | 0 | 0 | -39
CCC(=O)N1CCC(NC(=O)Nc2ccc(OC(F)(F)F)cc2)CC1 | -5 | -1.2 | 0 | -3 | 8 | -6 | 11 | 0 | -4
N=c1c(C(=O)NCc2ccc(F)cc2)cc2c(=O)n3ccccc3nc2n1Cc1cccnc1 | -1 | 1.7 | 0 | 9 | -36 | -14 | 18 | -4 | 1
COCCCNC(=O)CCCn1c(=O)c2ccccc2n(Cc2cccc([N+](=O)[O-])c2)c1=O | 9 | 0.8 | -5 | 2 | 2 | 2 | 12 | -1 | -7
O=C(COC(=O)c1ccc(O)cc1O)NC12CC3CC(CC(C3)C1)C2 | 0 | 3.0 | 20 | -4 | 5 | -1 | 6 | 3 | -6
Cc1ccc2cc(CCNC(=O)c3ccc(S(=O)(=O)N4CCOCC4)cc3)c(=O)[nH]c2c1 | 0 | -1.1 | 4 | -3 | 12 | 19 | 10 | -2 | 3

One compound at a time, as listed above:
Profile of Nc1ccc(S(=O)C(F)(F)F)cc1 (stereo unspecified) → Gli-Sufu antag: -1; CHOP UPR activ: -2.3; EBI2 block: -2; CXCR6 block: -3; Mdm2-MdmX inh: -18; 697 NFkB inh: 3; CCR6 antagonist: -3; XBP1 UPR activ: -1; Jurkat NFkB inh: -7
Profile of CN(C)c1nc(NS(=O)(=O)c2ccc(Cl)cc2)nc(N(C)C)n1 → Gli-Sufu antag: -1; CHOP UPR activ: -1.7; EBI2 block: 1; CXCR6 block: -4; Mdm2-MdmX inh: 10; 697 NFkB inh: 13; CCR6 antagonist: 2; XBP1 UPR activ: -1; Jurkat NFkB inh: 8
Profile of COc1ccc(OC)c(/C=N/NC(=O)c2cc3c(OC)c(OC)ccc3[nH]2)c1 → Gli-Sufu antag: -21; CHOP UPR activ: 0.5; EBI2 block: 6; CXCR6 block: 3; Mdm2-MdmX inh: 7; 697 NFkB inh: 24; CCR6 antagonist: -11; XBP1 UPR activ: 1; Jurkat NFkB inh: 7

The listing continues:
SMILES | Gli-Sufu antag | CHOP UPR activ | EBI2 block | CXCR6 block | Mdm2-MdmX inh | 697 NFkB inh | CCR6 antagonist | XBP1 UPR activ | Jurkat NFkB inh
CC(=C\C(=O)O)/C(=C/c1ccccc1)C(=O)O | 5 | -0.3 | -8 | -6 | 5 | -3 | -5 | 1 | -2
COc1ccc2c(C)c(CC(=O)N3CCN(C(=O)C4COc5ccccc5O4)CC3)c(=O)oc2c1 (stereo unspecified) | -24 | 2.1 | 7 | -7 | 17 | -9 | 13 | 0 | 10
Cc1ccc(OCCC(=O)OCC(=O)c2c(N)n(C)c(=O)n(C)c2=O)cc1 | -10 | 0.5 | -16 | 5 | -10 | -34 | 2 | 1 | 2
Cc1nnsc1C(=O)N/N=C/c1ccc(OC(F)(F)F)cc1 | -4 | 2.9 | 3 | -9 | -9 | -14 | 2 | 9 | 7
NNC(=O)Cn1c(-c2ccccn2)nc2ccccc21 | 7 | -0.1 | 2 | -3 | 13 | 8 | 8 | -4 | 19
Nc1ncnc(Sc2ccc(Cl)cc2)c1[N+](=O)[O-] | -2 | . | -22 | -7 | . | . | 8 | . | .
CCOC(=O)Cn1nc(C)c2ccccc2c1=O | 1 | -1.4 | 0 | -3 | -11 | 9 | -1 | -2 | 7
COC(=O)c1c(NC(=O)C2SC(=NC3CCCCC3)C(C(N)=O)=C2N)sc2c1CCCC2 (stereo unspecified) | 2 | 3.2 | -5 | -5 | -13 | 11 | 2 | 3 | -7
CCOC(=O)c1sc(=S)n(C)c1NC(=O)c1ccc(F)cc1 | 7 | 1.2 | -2 | 1 | -27 | 1 | 22 | -3 | -3
O=C(CN1CCN(c2ccccn2)CC1)Nc1cccc(Cl)c1Cl | . | -1.7 | 2 | 2 | 5 | -23 | 12 | -1 | -5
COc1ccc(OCCn2cc(C=O)c3ccccc32)cc1 | -14 | 0.0 | 7 | -3 | 25 | 9 | 9 | -2 | 2
CN(c1cccc(NC(=O)c2ccc(N(C)S(=O)(=O)c3ccccc3)cc2)c1)S(C)(=O)=O | 20 | 0.6 | 2 | 2 | 30 | -23 | -2 | 0 | 34
CC(=O)N1c2ccc(S(=O)(=O)NCCC(=O)Nc3ccc(F)cc3C)cc2CC1C (stereo unspecified) | 9 | -1.8 | 2 | 4 | -16 | -11 | 9 | -1 | 5
CCOC(=O)C1CCN(C(=O)C2CCN(c3nc4ccc(OC)cc4s3)CC2)CC1 | -6 | 2.2 | 4 | -8 | 22 | -30 | 12 | 2 | 25
O=C(NCc1ccccc1CN1CCOCC1)c1ccc(-n2cccn2)cc1 | -9 | 0.3 | -1 | -6 | -5 | 5 | 13 | -1 | 2
COc1cc(/C=N/N2CCN(Cc3ccc(Cl)cc3)CC2)ccc1OC(C)=O | 8 | 0.7 | 13 | 3 | -7 | -15 | -1 | -3 | -21
CC(=O)Nc1ccc(NC(=O)C(C)OC(=O)C2CCC2)cc1 (stereo unspecified) | 0 | -0.7 | -3 | 1 | -9 | -31 | 1 | -2 | 5
CC(C)(C)NC(=O)c1ccc2c(c1)C(=O)N(C1CCCCC1)C2=O | -10 | 3.5 | -5 | -2 | 20 | -44 | -31 | 4 | -5
COc1ccc(CCNC(=O)c2cc3c(=O)n4cccc(C)c4nc3n(CCCN3CCOCC3)c2=N)cc1 | 15 | -3.3 | 6 | 7 | 65* | -27 | 24 | -3 | 8
COCCN(C(=O)c1csnn1)C(C(=O)NC1CCCCC1)c1cccs1 (stereo unspecified) | 6 | 1.5 | 7 | -4 | -10 | 30 | 7 | 0 | -7

Some values from above.
EBI2 block result of O=C(CN1CCN(c2ccccn2)CC1)Nc1cccc(Cl)c1Cl stands at 2
Jurkat NFkB inh result of CC(=O)Nc1ccc(NC(=O)C(C)OC(=O)C2CCC2)cc1 (stereo unspecified) stands at 5
Mdm2-MdmX inh result of CC(=C\C(=O)O)/C(=C/c1ccccc1)C(=O)O stands at 5
697 NFkB inh result of CCOC(=O)Cn1nc(C)c2ccccc2c1=O stands at 9

Other compounds
SMILES | Gli-Sufu antag | CHOP UPR activ | EBI2 block | CXCR6 block | Mdm2-MdmX inh | 697 NFkB inh | CCR6 antagonist | XBP1 UPR activ | Jurkat NFkB inh
N#CCCN(C(=O)COC(=O)c1ccc2c(=O)n3c(nc2c1)CCC3)c1ccccc1 | 2 | 1.8 | -6 | 0 | 17 | 7 | 4 | -2 | -6
O=C(Nc1cccc(Cl)c1)C1CC1c1ccccc1 (stereo unspecified) | 2 | -0.7 | 7 | 9 | 14 | -7 | 3 | -1 | 4
Cc1ccc(S(=O)(=O)Nc2ccc(N=Nc3ccc(O)cc3)cc2)cc1 | -2 | 1.6 | 17 | 10 | -10 | -8 | 34 | 5 | 0
COC(=O)c1ccccc1-c1ccc(C(c2c(C)[nH][nH]c2=O)c2c(C)[nH][nH]c2=O)o1 | 11 | 0.9 | -2 | 7 | 2 | 14 | 13 | 0 | -1
NC(=S)c1ccc(C(N)=S)o1 | 3 | 1.1 | -4 | 4 | -37 | -38 | 5 | 2 | -6
O=C(Cn1c(NCCCO)nc2ccccc21)c1cccc(Br)c1 | -8 | 1.3 | 6 | -1 | 7 | -37 | 11 | -2 | -21
COc1ccc(-c2csc(NC(=O)CSC(C)C(=O)Nc3cc(C)on3)n2)cc1OC (stereo unspecified) | -1 | 1.5 | 4 | 1 | 14 | 11 | 8 | -2 | 11
COc1ccc(NC(=O)Cn2nnc(-c3ccccc3NC(=O)c3cccs3)n2)cc1 | 6 | -0.6 | 17 | 3 | 47 | -23 | 17 | 5 | 31
O=C(Nc1ccncc1)Nc1ccccc1Cl | 4 | 5.6 | -19 | -17 | -13 | 8 | -13 | -1 | -12
Cc1nc2ccccc2c2oc(C(=O)NCCCN3CC(C)CC(C)C3)cc12 (stereo unspecified) | 22 | -0.7 | 1 | 4 | 34 | -2 | 13 | -4 | -7
COCCN1C(=O)c2ccc(C(=O)Nc3cccnc3)cc2C1=O | -4 | 6.0 | 7 | 2 | 11 | -8 | 1 | -8 | -3
COc1ccc(/C=N/N2C(=O)c3ccccc3C2=O)cc1 | -6 | 6.4 | -12 | -7 | 4 | 7 | -29 | 2 | 5

Nothing new here: 2 of the compounds above.
SMILES | Gli-Sufu antag | CHOP UPR activ | EBI2 block | CXCR6 block | Mdm2-MdmX inh | 697 NFkB inh | CCR6 antagonist | XBP1 UPR activ | Jurkat NFkB inh
N#CCCN(C(=O)COC(=O)c1ccc2c(=O)n3c(nc2c1)CCC3)c1ccccc1 | 2 | 1.8 | -6 | 0 | 17 | 7 | 4 | -2 | -6
O=C(Nc1cccc(Cl)c1)C1CC1c1ccccc1 (stereo unspecified) | 2 | -0.7 | 7 | 9 | 14 | -7 | 3 | -1 | 4
